# p53 reactivator = re-activators of mutant p53. Potency, µM (highest dose often 92.2 µM), without a hit: at the highest dose activity change, positive = activation, actives largely listed as activators. AID 504706. actives 0.063% (n = 320,000). H1299 p53-A138V BP100-luciferase reporter, luminescence, 24 h; also: potency is read from the fitted curve at half-maximal effect; % of control where 0% means no effect; nearly all actives have a fitted effect of over 45% in size
#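 p53-null H1299 cells stably carrying temperature-sensitive p53-A138V and a BP100-luciferase reporter were pinned with compounds (4-point, 1:5 series) and held 24 hrs at 37 deg C. Luminescence was read 10 min after detection reagent.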
# Rab9 prom act = activators of Rab9 promoter; Huh7 Rab9 promoter-luciferase reporter, luminescence, 24 h; Potency, µM (top dose mostly 9.22 µM), for the others: at the top dose activation, negative = inhibition, hits mostly activators; actives 2.8% (n = 320,000); AID 485297; also: potency is read from the fitted curve at half-maximal effect; % of control where 0% means no effect; nearly all actives have a fitted effect of over 60% in size
#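 Luminescence from Amplite-detected luciferase (10 minutes, ambient) reports Rab9 promoter activation. Before that, stable Rab9-luciferase Huh7 cells (1500/well, reduced-serum OP-MEM I plus 10% FBS) were exposed to compound for 24 hours at 37C.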
# NPC1 promoter act = activates the NPC1 promoter. Huh7 NPC1 promoter luciferase reporter, 24 h. Potency, µM (titrated, usually from 9.22 µM), without a hit: at the top dose activation, hits mostly activators. actives 2.4% (n = 320,000). AID 485313;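 also: potency is read from the fitted curve at half-maximal effect; % of control where 0% means no effect; nearly all actives have a fitted effect of over 60% in size; reporter is driven by a mutant NPC1 promoter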
#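 Cells: Huh7 expressing luciferase under the NPC1 promoter, 1500/well. Seeded 2 h, compound added, incubated 24 h at 37 °C. Luciferase reagent, 10 min ambient, then luminescence.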
# BRCA1 expr act = activators of BRCA1 expression. MCF7-BRCA1-FFLuc reporter, luminescence, 48 h; response scale: scaled: vehicle 0%, 10 µM genistein 100%. Potency, µM (top dose mostly 46.1 µM), for inactives: top-dose activation, actives largely listed as activators. actives 1.1% (n = 380,000). AID 624202; also: potency is read from the fitted curve at half-maximal effect; nearly all actives have a fitted effect of over 80% in size; some results filed as inactive show a strong effect at the top dose
#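 Using MCF7 cells harboring a BRCA1 firefly luciferase reporter, plated 2 h before compound pinning, the screen measured luminescence after 48 h incubation. Responses were normalized to DMSO and 10 microM genistein, then fitted for concentration-effect.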
# Tb PFK block = T. brucei PFK enzyme inhibition; O15648; T. brucei PFK, ADP-Glo luminescence; Potency, µM (doses to about 57.5 µM), for inactives: at the top dose activity, negative = inhibition, hits mostly inhibitors; actives 0.17% (n = 330,000);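 also: potency is read from the fitted curve at half-maximal effect; 0% = uninhibited 1x PFK enzyme wells and -100% = no-enzyme wells; nearly all actives have a fitted effect of over 60% in size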
#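 Luminescent ADP detection (ADP-Glo, two-step: ATP depletion then ADP-to-ATP conversion for luciferase) reported PFK activity after 45 min room-temperature reaction of 1.25 nM enzyme with 0.5 mM F6P and 0.1 mM ATP at pH 8.0.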
# TRPV1 ag = activates the human vanilloid receptor TRPV1. AID 540275. actives 0.19% (n = 320,000). Q8NER1. activation, % at 8.33 µM. TRPV1-expressing cells, Fluo-8 calcium influx, agonist mode; in the data active = activation above about 80%; inconclusive = between about 30% and that limit; also: 0% is about no effect
#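 Fluo-8 calcium influx in TRPV1-expressing cells, kinetic read (ex 480/em 520 nm). Compound added and read 3 min for agonist activity, followed by capsaicin at EC20 final and 2 min further read for enhancement.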
# RORgamma inh = blocks mouse ROR gamma transcriptional activity | P51450 | actives 5.4% (n = 310,000) | Drosophila S2 Gal4-RORgamma UAS-luciferase reporter, 20 h | Potency, µM (highest dose often 53.6 µM), for the others: at the top dose activity change, negative = inhibition, actives largely listed as inhibitors | AID 2551; also: potency is read from the fitted curve at half-maximal effect; % is scaled to controls: 0 for no effect and ±100 for the full control effect; nearly all actives have a fitted effect of over 60% in size
# Target sequence (P51450 whole entry, looked up, the tested form may be a part): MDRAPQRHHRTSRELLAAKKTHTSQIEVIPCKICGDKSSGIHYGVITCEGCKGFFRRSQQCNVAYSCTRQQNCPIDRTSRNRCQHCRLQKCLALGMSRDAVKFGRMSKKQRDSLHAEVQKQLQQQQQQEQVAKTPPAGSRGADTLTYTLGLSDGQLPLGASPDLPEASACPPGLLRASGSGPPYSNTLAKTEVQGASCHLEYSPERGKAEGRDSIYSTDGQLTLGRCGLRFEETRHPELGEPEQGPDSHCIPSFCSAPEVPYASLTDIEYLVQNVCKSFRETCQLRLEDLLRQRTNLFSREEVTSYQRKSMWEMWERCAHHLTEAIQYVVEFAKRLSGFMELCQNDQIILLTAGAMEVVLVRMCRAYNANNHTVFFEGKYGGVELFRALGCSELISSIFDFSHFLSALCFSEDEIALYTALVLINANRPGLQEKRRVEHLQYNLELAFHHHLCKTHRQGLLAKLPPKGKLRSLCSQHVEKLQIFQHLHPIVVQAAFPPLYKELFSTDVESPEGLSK
#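 Using a luciferase readout, inhibitors were identified by reduced reporter activity in Drosophila cells coexpressing a copper-inducible Gal4–ROR gamma fusion and UAS-driven Photinus luciferase, incubated 20 hr after 700 uM copper sulfate.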
# ELG1 repair inh = ELG1-dependent DNA repair inhibition; HEK293T ELG1-luciferase reporter, luminescence, 16 h; DNA damage induced by 5-fluorouridine; Potency, µM (series often up to 46.1 µM), inactives show at the top dose activity change, negative = inhibition, most hits filed as inhibitors; actives 2.3% (n = 330,000); AID 504467; also: potency is read from the fitted curve at half-maximal effect; % is scaled to controls: 0 for no effect and ±100 for the full control effect; nearly all actives have a fitted effect of over 55% in size
#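 Overnight (16 hr) co-exposure of 2,000 cells/well to 5-fluorouridine and compound at 37 °C preceded detection. Luciferase was quantified via ONE-Glo luminescence; loss of signal denotes inhibition.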
# VP16 counter = counter-screen for ROR gamma inhibitors: Gal4-VP16 reporter; Drosophila S2 Gal4-VP16 UAS-luciferase, luminescence, 20 h; Potency, µM (titrated, usually from 53.6 µM), for inactives: at the top dose activity, negative = inhibition, actives largely listed as inhibitors; actives 3.5% (n = 310,000); AID 2546;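 also: Gal4-VP16 expression switched on by copper sulfate through the metallothionein promoter; potency is read from the fitted curve at half-maximal effect; % is scaled to controls: 0 for no effect and ±100 for the full control effect; nearly all actives have a fitted effect of over 50% in size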
# ELG1 genotox = inducers of genotoxicity in HEK293T ELG1-luciferase cells; actives 1.3% (n = 330,000); HEK293T ELG1-luciferase reporter, luminescence, 16 h; Potency, µM (titrated, usually from 46 µM), for inactives: at the top dose activity change, positive = activation, hits mostly activators; AID 504466; also: potency is read from the fitted curve at half-maximal effect; % of control where 0% means no effect; nearly all actives have a fitted effect of over 60% in size
#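 ELG1-luciferase HEK293T cells, 2,000/well; compound pinned in; 16 hr, 37 °C, 5% CO2; ONE-Glo, 30 min RT; luminescence on CCD imager.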
# FLuc counter = inhibits or activates purified firefly luciferase, miR-21 counter-screen | P08659 | purified FLuc, Km substrates, luminescence inhibition | Potency, µM (top dose mostly 57.5 µM), inactives show at the highest dose activity change, negative = inhibition, usual class: inhibitors | actives 6.9% (n = 360,000) | AID 588342;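 also: potency is read from the fitted curve at half-maximal effect; plate controls were vehicle for no effect and reference inhibitor for full effect; nearly all actives have a fitted effect of over 55% in size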
# Target sequence (P08659 whole entry, looked up): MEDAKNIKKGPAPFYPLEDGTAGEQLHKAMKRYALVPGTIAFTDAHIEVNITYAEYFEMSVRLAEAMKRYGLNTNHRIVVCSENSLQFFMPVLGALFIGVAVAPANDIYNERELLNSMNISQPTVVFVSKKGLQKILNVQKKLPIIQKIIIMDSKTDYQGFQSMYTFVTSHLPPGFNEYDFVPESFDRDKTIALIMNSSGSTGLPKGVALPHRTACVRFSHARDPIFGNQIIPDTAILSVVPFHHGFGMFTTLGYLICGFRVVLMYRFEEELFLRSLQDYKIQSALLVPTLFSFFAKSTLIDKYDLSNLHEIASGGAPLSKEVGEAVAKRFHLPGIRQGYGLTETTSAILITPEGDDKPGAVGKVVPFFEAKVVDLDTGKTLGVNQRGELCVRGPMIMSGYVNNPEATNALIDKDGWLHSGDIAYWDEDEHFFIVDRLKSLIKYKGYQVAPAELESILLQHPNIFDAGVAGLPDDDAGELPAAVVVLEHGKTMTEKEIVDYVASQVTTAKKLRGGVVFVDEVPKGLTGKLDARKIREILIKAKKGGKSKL
#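 Purified P. pyralis luciferase, 10 nM final, with Km-level 10 uM D-luciferin and 10 uM ATP in 50 mM Tris acetate pH 7.5, 10 mM Mg acetate, 0.01% Tween-20, 0.05% BSA; 6-point qHTS titration about 60 µM downward; luminescence read.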
# The depositor's hits bear a star; i = inactive; u = inconclusive; x = not tested or not shown; [ ] = remark or other dose. Unless noted, calls follow the shape of the dose curve; as a rule, active = well fitted curve in the direction sought with a large enough effect; inconclusive = small, poorly fitted or top-dose-only effect, or another doubt; inactive = no such curve, though single readings can be large; an effect the other way counts as inactive or inconclusive.
SMILES,p53 reactivator,Rab9 prom act,NPC1 promoter act,BRCA1 expr act,Tb PFK block,TRPV1 ag,RORgamma inh,ELG1 repair inh,VP16 counter,ELG1 genotox,FLuc counter
O=C(CNC(=O)c1ccc2c(c1)OCCO2)N=Nc1c(O)[nH]c2ccccc12,4%,-1%,0%,0%,3%,1,-8%,8%,3%,1%,0%
O=C(c1ccc(Cl)cc1)[C@@H]1[C@@H]2C(=O)N(c3cccc4ccccc34)C(=O)[C@@H]2C2c3ccccc3C=NN21 (some centres undefined),13%,0%,0%,-1%,-1%,1,3%,1%,-4%,-2%,-3%
CCCCc1cc2ccccc2c(OCCN(C)C)n1,-13%,-1%,0%,-1%,11%,11,-6%[2.98 µM],u,-5%[17 µM],-1%,0%
O=C(c1ccccc1)c1cccn1CC(=O)N1CCc2ccccc2C1,4%,4%,-5%,2%,-1%,8,21%,-1%,-5%,2%,-8%
CC(=O)NCC(=O)N(C)C(C(=O)Nc1ccc2c(c1)OCCO2)c1ccc(C)cc1 (centres undefined),17%,12%,5%,1%,-1%,0,4%,6%,1%[10 µM],3%,-1%
CC(=O)Nc1cccc(Nc2nc(-c3ccccc3F)nc3ccccc23)c1,-2%,2%,-4%,-1%,-6%,96*,7%,15µM*,-6%,-5%,-18%
CCn1c(SCC(N)=O)nc2c1c(=O)n(C)c(=O)n2C,-7%,-5%,-1%,7%,-3%,7,u,-1%,3%,-5%,-2%
COc1ccc(C(=O)CSc2nc3[nH]ncc3c(=O)[nH]2)cc1,11%,-3%,1%,25%,1%,0,10%,0%,-10%,5%,-18%
O=C(CN1c2cccc3cccc(c23)S1(=O)=O)N1CCN(c2ccccc2)CC1,21%,x,x,-25%,-4%,x,x,0%,x,0%,x
CC1CCN(C(=S)c2cn(Cc3cccc(F)c3)c3ccccc23)CC1,-7%,-4%,-2%,-4%,0%,8,10µM*,4%,u,-1%,5%
CC(NC(=O)Nc1ccccc1O)(C(F)(F)F)C(F)(F)F,12%,-1%,-3%,-39%,-3%,28,12%,-2%,4%[0.365 µM],0%,-2%
CCN(CC)CCN(Cc1cc2cc3c(cc2[nH]c1=O)OCO3)C(=S)NCCCN(C)C,-6%,1%,-1%,18%,-7%,0,-8%,-1%,-2%,-2%,-3%
Cc1cc(N)c(-n2cc3c(=O)n(C)c(=O)n(C)c3c2)cc1C,11%,u,16%,-15%,-6%,1,-9%,u,0%,u,17µM*
C=CCN1C(=O)c2cccc3c(Br)ccc(c23)C1=O,-3%,1%,-1%,0%,6%,3,-4%,-4%,9%,-8%,0%
COc1ccc(NCC(=O)n2c(C)c(C)c3ccccc32)cc1,15%,1%,-10%,-78%,-4%,2,8%,-20%,-2%,-4%,0%
C=CCN1C(=O)NC(c2ccc(OC)cc2)(C(F)(F)F)S/C1=C(\C#N)c1nnc(N2CCOCC2)n1-c1ccccc1 (centres undefined),-1%,-11%,-6%,-14%,-5%,-1,4.5µM*,9%,13µM*,-1%,8%
CC(Oc1ccc(Br)cc1Br)C(=O)Nc1cccnc1 (centres undefined),-2%,0%,-1%,4%,-3%,-1,8%,u,-18%,-9%,-14%
CC1C/C(=N/NC(=O)c2cccs2)CC(C)(C)C1 (centres undefined),15%,8%,-1%,4%,-5%,0,-4%,u,8%,1%,-2%
COc1ccc(Cl)cc1NC(=O)CN1C(=O)NC(Cc2c[nH]c3ccccc23)C1=O (centres undefined),-3%,x,x,-28%,0%,x,x,u,x,-1%,x
C/C(=N\Nc1cc(Cl)nc(C)n1)c1ccccc1,12%,u,u,93%,0%,9,34%,u,-3%,9%,9.5µM*

# Next section, starting with the last 2 of the part before.
SMILES,p53 reactivator,Rab9 prom act,NPC1 promoter act,BRCA1 expr act,Tb PFK block,TRPV1 ag,RORgamma inh,ELG1 repair inh,VP16 counter,ELG1 genotox,FLuc counter
COc1ccc(Cl)cc1NC(=O)CN1C(=O)NC(Cc2c[nH]c3ccccc23)C1=O (centres undefined),-3%,x,x,-28%,0%,x,x,u,x,-1%,x
C/C(=N\Nc1cc(Cl)nc(C)n1)c1ccccc1,12%,u,u,93%,0%,9,34%,u,-3%,9%,9.5µM*
Nc1ccc(N2CCN(C(=O)c3cccs3)CC2)cc1,0%,-7%,19%,4%,1%,0,18%,u,13%,-7%,-1%
COCCNC(=O)CCn1nc(-c2ccc(Cl)cc2)ccc1=O,-1%,-5%,-1%,-8%,0%,-3,14%,-2%,6%,1%,1%
Oc1ccccc1/C=N/Nc1nc2ccccc2o1,u,-17%,-15%,-38%,-11%,u,0.5µM*,u,4µM*,9.2µM*,1.9µM*
CCNc1nc(Oc2ccc(=O)[nH]n2)nc(SC)n1,3%,-1%,0%,-13%,0%,1,-1%,16%,-1%,2%,0%
CCC(/C=N/NC(=O)C1COc2ccccc2O1)CC (centres undefined),29%,2%,-3%,-13%,1%,-2,-9%,23%,-14%,4%,-19%
O=C1CCCN1CCCNC(=S)Nc1ccc(F)cc1,18%,-1%,0%,19%,-4%,0,-16%,-1%,-19%,0%,1%
CCOC(=O)CC1C(=O)NCCN1C(=O)c1ccc(Cl)cc1 (centres undefined),2%,-1%,2%,0%,4%,1,-1%,0%,1%,-5%,-1%
Cc1cc2c(c(=O)n1Cc1ccccc1)C1O[C@](CCCCN3C(=O)c4ccccc4C3=O)(Cc3ccccc31)O2,x,-4%[1.84 µM],1%[1.84 µM],x,0%[11.5 µM],i,18%[10 µM],x,-5%[10 µM],x,4%[11.5 µM]
COc1ccc(CC2(C)OC(c3ccc(C)c([N+](=O)[O-])c3)=NN2C(C)=O)cc1 (centres undefined),-1%,-1%,1%,-40%,-1%,x,30%,-11%,-2%,-5%,-1%
CC(=O)C(C)Oc1ccc(Cc2ncc(C(F)(F)F)cc2Cl)cc1 (centres undefined),-3%,-2%,-1%,-15%,1%,23,8%,1%,u,-1%,2%
COCC1CCN(C(=O)c2cc(COc3ccc(F)cc3F)on2)C1 (centres undefined),14%,-1%,3%,5%,-1%,u,27%,u,-2%,3%,-3%
O=C(/C=C/Nc1ccc(F)cc1Br)c1ccccc1,16%,0.11µM*,0.5µM*,-46%,-13%,-2,2.5µM*,u,7.1µM*,0.16µM*,0.085µM*
CCOC(=O)C1=C(C)NC(=O)NC1c1cc2c(cc1Br)OCO2 (centres undefined),-17%,1%,-2%,-8%,-4%,2,-10%,17%,-10%,1%,-12%
Cc1ccc(-c2nnc(SCc3ccccc3F)o2)cc1,u,0.89µM*,0.79µM*,u,-14%,28,u,u,u,8.2µM*,u
COCCN(CCOC)c1nc(-c2ccc([N+](=O)[O-])cc2)nc2ccccc12,4%,-6%,0%,-24%,-4%,4,u,-3%,-8%,-3%,-8%
CC(=O)NC12CC3CC(C1)CC(C(=O)OCC(=O)NC(=O)c1cccn1C)(C3)C2,14%,-4%,-1%,-13%,-10%,7,8%,u,4%,11%,-19%
CCc1cccc(CC)c1-n1c(SCC(=O)N2CCCc3ccccc32)nc(O)cc1=O,-3%,x,x,-2%,0%,x,x,16%,x,0%,x
CC(C)(C)c1ccc(C(=O)NCCC(=O)N2CCC3(CC2)NCCc2[nH]cnc23)cc1,-5%,-1%,-5%,-1%,1%,6,-20%,0%,-2%,-3%,-9%
COc1ccc2nc(C)cc(N3CCN(c4ccccc4)CC3)c2c1,-4%,-2%,1%,-101%[inhibitor],0%,16,14µM*,-13%,-14%,-10%,-1%
CC(=C\C(=O)O)/C(=C\c1cccc2ccccc12)C(=O)O,4%,11%,0%,34%,u,2,-25%,u,0%,3%,-19%
Cc1ccc(-c2nc3ccc(Cl)cc3c(=O)n2O)cc1,14%,-2%,1%,-35%,-3%,1,u,u,11µM*,-5%,-15%
COc1ccc(CCN2C(=O)c3cccc4cccc(c34)C2=O)cc1OC,-8%,-8%,27%,-49%,2%,3,-29%,6%,-9%,2%,-10%
COc1cccc(-c2nc(N)nc(SC)c2C#N)c1,1%,15%,0%,13%,-1%,2,13%,-12%,-1%,6%,-4%
Cc1ccccc1NC(=O)c1ccc(CN2CCC(Cc3ccccc3)CC2)cc1,-1%,-4%,-9%,-48%,0%,6,3%,-14%,3%,-4%,-1%
CCCCn1c(N)c(N(CCC(C)C)C(=O)COC(=O)c2ccc3ccccc3c2)c(=O)[nH]c1=O,-3%,-1%,-9%,-23%,1%,0,x,1%,x,1%,1%
COc1ccc(-n2c(=O)c3c(C)c(C)sc3n(Cc3cccc(F)c3)c2=O)c(OC)c1,4%,-8%,-9%,-12%,-4%,9,u,25%,-9%[10 µM],13%,-5%

# Screening data deposited in PubChem BioAssay by National Center for Advancing Translational Sciences (NCATS).
